NCI-60 one-dose screen, 48 h, at 10 µM unless noted. Numbers give growth in % (100 = growth as untreated, 0 = no growth, -100 = all killed).
HCT-116: HCT-116 colon cancer | AID 1794798 | hit rate 7.3% among 82,000
HCT-15: HCT-15 colon cancer; hit rate 5.2% among 82,000; AID 1794746
SN12C: SN12C renal cancer cells | hit rate 3.8% among 81,000
HT29: HT29 colon cancer; hit rate 7.4% among 81,000
786-0: 786-0 renal cancer cells; AID 1794775; hit rate 5.1% among 81,000
SW-620: SW-620 colon cancer; AID 1794795; hit rate 5.2% among 82,000
TK-10: TK-10 renal cancer cells; AID 1794769; hit rate 3.9% among 81,000
UO-31: UO-31 renal cancer | hit rate 5.2% among 81,000 | AID 1794768
HCC-2998: HCC-2998 colon cancer. hit rate 4.7% among 79,000. AID 1794799
An asterisk follows results filed as active; x = not tested or not shown; & = joins results of further samples; ! = not confirmed by another sample. Rule for the calls: active = growth percent below 10; inactive = the rest. Random draw from the library (roughly 12% active in at least one column).

SMILES	HCT-116	HCT-15	SN12C	HT29	786-0	SW-620	TK-10	UO-31	HCC-2998
O=C(NCc1cn(Cc2cccc(Oc3ccccc3)c2)nn1)c1cccnc1Nc1cccc(F)c1	90	94	84	95	100	98	94	72	100
O=C1c2nc3n(c2C(=O)c2nc4n(c21)CCC4)CCC3	94	100	104	100	112	108	110	81	105
COc1ccc(/C=N/NC(=O)CSc2nc3ccccc3c(=O)n2Cc2ccc(S(N)(=O)=O)cc2)cc1	102	102	100	110	106	103	95	87	112
CCCO/N=C/c1ccncc1	107	98	104	112	107	109	111	93	101
COc1ccc(-c2nocc2-c2cc(OC)c(OC)c(OC)c2)cc1	6.4*	9.7*	50	0.4*	44	21	67	36	13
C[Si](C)(CCC(=O)O)O[Si](C)(C)CCC(=O)O	102	100	100	109	102	96	104	81	107
COc1ccc(-c2cnc3sc4c(-c5ccc(Br)cc5)n[nH]c(=O)c4n23)cc1	82	96	103	100	99	97	118	80	111
COc1cc(C(=O)c2c(N)ncn2-c2ccccc2)cc(OC)c1OC	90	83	88	94	89	88	106	81	100
CCSCCC1(CCC(C)C)C(=O)NC(=Nc2ccccc2)NC1=O (stereo not given)	94	93	96	90	90	104	97	84	86
CCOc1cc(N2CCOCC2)c(OCC)cc1N	102	114	109	107	114	99	96	89	108
CN(C)C(=O)c1ccccc1C(=O)O	111	102	103	100	104	106	101	94	110
CNC(=S)N(C)C	96	104	115	105	106	101	120	x	107
CC(/C=N/NC(=O)c1cc(-c2ccco2)[nH]n1)=C\c1ccccc1	99	93	95	113	-91*	101	123	97	106
O=C(O)CCc1ccc(NP(=O)(NCCCl)NCCCl)cc1	105	106	102	95	107	x	104	83	102
CCOC(=O)c1nnn(-c2ccccc2)c1-c1cccnc1	88	101	106	90	101	102	94	84	104
CC(C)=CCC[C@](C)(O)[C@H]1CC[C@]2(C)[C@@H]1CC[C@@H]1[C@@]3(C)C/C(=C/O)C(=O)C(C)(C)[C@@H]3CC[C@]12C	91	98	108	101	101	107	108	93	108
CNS(=O)(=O)Oc1ccc(NC(=O)C2CCCC2)cc1	96	97	98	92	100	105	93	96	92
C/C(=C\CCc1ccoc1)CC/C=C(\C)CCCN1CCOCC1	39	24	70	23	69	58	61	52	62
CC1(C)CC[C@]2(C(N)=O)CC[C@]3(C)C(=CC[C@@H]4[C@@]5(C)CCC(=O)C(C)(C)[C@@H]5CC[C@]43C)[C@@H]2C1	90	92	92	74	92	103	97	89	109
COc1ccc(-c2nnc(Nc3c(C)cccc3C)o2)cc1	95	102	92	106	102	98	91	91	103
CC(=O)O[C@H]1[C@H](CC#CC#CC[C@@H]2C[C@]3(C)[C@H]4CC=C5[C@H]6[C@@H](C)[C@H](C)CC[C@]6(C(=O)NCCCN6CCN(CCCN)CC6)CC[C@@]5(C)[C@]4(C)CC[C@H]3C(C)(C)[C@H]2OC(C)=O)C[C@]2(C)[C@H]3CC=C4[C@H]5[C@@H](C)[C@H](C)CC[C@]5(C(=O)NCCCN5CCN(CCCN)CC5)CC[C@@]4(C)[C@]3(C)CC[C@H]2C1(C)C	96	110	105	109	105	97	151	74	104
Cc1ccc(S(N)(=O)=O)c(C)c1	99	99	107	100	96	x	92	89	107
Nc1cc(=S)nc(N)[nH]1	99	109	103	97	106	100	108	92	105
Cc1ccc2nc(Nc3ncnc4c3cnn4-c3ccccc3)sc2c1	99	98	98	103	103	100	118	91	106
C=C1CCC2C(C)(CO)C(O)CCC2(C)C1CC(NCc1ccccc1)C1=CCOC1=O (stereo not given)	100	105	93	100	96	97	103	88	108

The list goes on:
SMILES	HCT-116	HCT-15	SN12C	HT29	786-0	SW-620	TK-10	UO-31	HCC-2998
CCN1CCN(Cc2ccc(C(=O)Nc3cccc(Nc4ccc5c(OC)cccc5n4)c3)cc2C(F)(F)F)CC1	-56*	-83*	-90*	-68*	-73*	7.0*	-86*	-86*	-94*
CCN(CC)C(=O)Cn1cc(C(=O)OC)nn1	95	108	109	93	100	100	95	93	104
Nc1cc(C(=O)O)c(-c2cc(O)c(N)cc2C(=O)O)cc1O	95	99	102	111	93	109	113	93	114
NCCN1C(=O)c2cccc3c(-c4ccc(-c5nc6c7ccccc7c7ccccc7c6[nH]5)cc4)ccc(c23)C1=O	83	71	91	82	83	98	83	86	93
Cn1c2ccc(Br)cc2c2c3c(c4c5ccccc5ccc4c21)C(=O)NC3=O	109	104	101	104	108	102	119	91	113
CS(=O)(=O)c1ccc(C(=O)O)cc1	102	103	93	99	102	101	109	99	x
O=[N+]([O-])c1cccc(-c2nc3cc4nc5ccccc5[nH]c4cc3n2)c1	93	100	108	100	92	112	105	84	112
C#CC(C)OCC1CNC(=S)O1 (stereo not given)	106	106	101	104	107	99	103	90	x
COc1ccc(CCC(=O)N2CC(C)OC(C)C2)cc1OC1CCCC1 (stereo not given)	88	103	106	107	94	102	98	90	117
COc1cc(-c2cc(-c3ccccc3)nc3nc(N)nn23)cc(OC)c1OC	96	96	106	109	98	103	149	71	111
CCOC(=O)c1ccc(N=Cc2sc(=S)[nH]c2O)cc1	113	90	94	102	97	101	114	91	83
O=C(Nc1ccc2[nH]c(=O)[nH]c2c1)c1nn(Cc2ccccc2)c(=O)c2ccccc12	82	95	79	100	86	108	101	87	96
CN(C)CCCN=c1cc2c(=O)n(CCCN(C)C)c(=O)c3c(NCCCN(C)C)cc4c(O)n(CCCN(C)C)c(=O)c1c4c3-2	-30*	14	9.3*	-42*	-48*	-15*	7.4*	-27*	14
COc1ccccc1C1OC2=C(Nc3ccc(Cl)cc3N2)C1=O (stereo not given)	97	98	93	105	93	98	108	70	94
CC(=O)c1c(O)c2ccccc2oc1=O	98	95	97	99	x	98	99	92	99
COc1cc2c(cc1OC)/C(=N\O)CCCC2	109	100	103	97	116	106	100	88	106
N=C([O-])c1ccccc1-c1[nH]c(-c2ccccc2)nc1-[n+]1ccccc1	94	102	101	107	88	88	101	39	98
NC(N)=NS(=O)(=O)c1ccc(N=Nc2c(N)[nH]n(-c3ccccc3)c2=O)cc1	104	98	101	110	101	102	91	93	110
Nc1n[nH]c2cc(F)c([C@@H]3Nc4ccc5[nH]ncc5c4[C@H]4C5CCC(C5)[C@@H]34)cc12 (stereo not given in full)	-29*	6.2*	34	3.7*	25	22	52	39	16
NCC(=O)NC(Cc1ccccc1)C(=O)O (stereo not given)	103	106	94	94	101	x	140	94	98
CCOC(=O)C1=NNC(=O)C1	102	105	95	109	109	98	103	94	107
C=C(C(=O)O)[C@@H]1CC/C(C)=C/CC[C@@]2(C)O[C@H]2[C@H]1O	89	93	x	102	108	111	103	98	x
C[C@@H](CO)[C@@H]1CCC=C2CC[C@]3(C)[C@H](CC[C@@H]4[C@@]5(C)CCCNC(C)(C)[C@@H]5CC[C@]43C)[C@H]21	-20*	-5.4*	67	1.9*	70	-72*	82	80	-61*
COc1ccc(/C=C/C(=O)c2c(C)nc3ccccc3c2/C=C/c2ccccc2)cc1	45	54	77	59	90	66	123	63	102
COc1nc(N)nc2c1N=C(c1ccc(C(F)(F)F)cc1)c1ccccc1N2	80	88	85	94	91	103	103	80	103

A draw from above in order of count of non-hydrogen atoms, lowest first.
SMILES	HCT-116	HCT-15	SN12C	HT29	786-0	SW-620	TK-10	UO-31	HCC-2998
CS(=O)(=O)c1ccc(C(=O)O)cc1	102	103	93	99	102	101	109	99	x
Nc1cc(C(=O)O)c(-c2cc(O)c(N)cc2C(=O)O)cc1O	95	99	102	111	93	109	113	93	114
Nc1n[nH]c2cc(F)c([C@@H]3Nc4ccc5[nH]ncc5c4[C@H]4C5CCC(C5)[C@@H]34)cc12 (stereo not given in full)	-29*	6.2*	34	3.7*	25	22	52	39	16
C[C@@H](CO)[C@@H]1CCC=C2CC[C@]3(C)[C@H](CC[C@@H]4[C@@]5(C)CCCNC(C)(C)[C@@H]5CC[C@]43C)[C@H]21	-20*	-5.4*	67	1.9*	70	-72*	82	80	-61*

More entries follow:
SMILES	HCT-116	HCT-15	SN12C	HT29	786-0	SW-620	TK-10	UO-31	HCC-2998
CCCCCCCCCCCCOC(=O)CCCCC	93	90	109	90	96	116	97	87	98
CCCCCn1sc(=O)n(Cc2ccc(CNC(=O)C(C)c3ccc(CC(C)C)cc3)cc2)c1=O (stereo not given)	-83*!	-35*!	-53*!	-52*!	-86*!	-73*!	-87*!	-100*!	-64*!
Cc1nn(-c2ccccc2)c(-n2ccnc2)c1/C=N/Nc1nc(-c2ccc([N+](=O)[O-])cc2)cs1	77	82	84	76	104	93	107	61	93
NCCCCN(C[C@H]1Cc2ccccc2CN1)[C@H]1CCCc2cccnc21	56	106	75	55	99	80	82	80	95
COc1ccc2[nH]c(-c3ccccc3)cc2c1	100	97	97	102	103	102	156	75	118
CCCC(CCC)NCCOC(=O)c1ccc([N+](=O)[O-])cc1	98	119	99	102	101	111	102	89	107
CC1(C)CC(=O)CC(=O)C1	104&102	107&106	98&99	92&103	98&109	99&104	91&96	91&83	104&93
COc1cc2ncnc(Nc3ccc(S(=O)(=O)Nc4nccs4)cc3)c2cc1OCCCN1CCOCC1	100	104	98	106	108	103	103	84	104
Fc1ccc(-c2cc3nc(C(Cl)Cl)nc(-c4ccc(F)cc4)n3n2)cc1	4.7*	8.5*	49	-7.0*	51	-29*	13	29	-46*
O=c1[nH]ccc2c(S(=O)(=O)N3CCCNCC3)cccc12	82	93	69	82	54	91	26	41	92
CCOC(=O)c1c(C)nc2c(c1N)/C(=C/c1ccccn1)C(=O)N2Cc1ccccc1	-22*	-59*	8.2*	-19*	-65*	2.0*	2.1*	-66*	11
CCOC(=O)Cn1cnc(C)c1	109	116	106	106	109	103	105	95	94
OC(CN1CCCCC1)(c1ccccc1)c1ccccc1	91	96	101	97	94	103	99	96	110
O=C(CCCNC(=O)OCc1ccccc1)Oc1ccc([N+](=O)[O-])cc1	101	105	105	105	93	105	110	79	112
COc1ccc(OC)c2c1[nH]c(=O)c1c3cccnc3cn21	35	65	x	37	70	32	68	62	66
CCOC(=O)c1c(NCC(=O)Nc2ccc([N+](=O)[O-])cc2Cl)sc2c1CCCC2	92	90	98	98	95	98	132	70	98
CCCCOCC(=O)NC1CCCCC1	103	109	101	97	107	104	101	96	109
N#Cc1c(-c2ccc(Cl)cc2)nc(N=Nc2c(O)[nH]c3ccc(Br)cc23)nc1N1CCOCC1	83	103	97	102	104	90	118	71	98
O=C(C[n+]1ccc2ccccc2c1)c1ccc(Br)cc1	74	95	82	67	97	87	123	71	100
CCCCNC(=O)NS(=O)(=O)c1ccc(N2N=C(c3ccc(F)cc3)CCC2=O)cc1	94	100	100	113	108	102	95	79	113
NS(=O)(=O)c1cnccc1Oc1cccc2cccnc12	97	91	99	107	98	106	107	78	96
COc1cc(C2CC(c3cc(OC)c(OC)c(OC)c3)=NN2)ccc1Oc1nc2c(c(=O)n(C)c(=O)n2C)n1C (stereo not given)	61	84	82	80	97	81	108	85	95
COc1cc(C2CC(C3C(=O)N(C)C(=O)N(C)C3=O)=NN2c2ccccc2)cc(OC)c1OC (stereo not given)	107	105	105	106	100	108	140	93	108
Cc1ccc(S(=O)(=O)Oc2ccccc2[N+](=O)[O-])cc1	108	109	107	108	108	104	105	98	105
CC(NC(=O)CI)C(=O)Nc1ccc(C(=O)O)c(O)c1 (stereo not given)	99	97	102	97	94	99	103	85	108

In the list so far, these contain a nitro group on carbon.
SMILES	HCT-116	HCT-15	SN12C	HT29	786-0	SW-620	TK-10	UO-31	HCC-2998
O=[N+]([O-])c1cccc(-c2nc3cc4nc5ccccc5[nH]c4cc3n2)c1	93	100	108	100	92	112	105	84	112
Cc1nn(-c2ccccc2)c(-n2ccnc2)c1/C=N/Nc1nc(-c2ccc([N+](=O)[O-])cc2)cs1	77	82	84	76	104	93	107	61	93
CCCC(CCC)NCCOC(=O)c1ccc([N+](=O)[O-])cc1	98	119	99	102	101	111	102	89	107
O=C(CCCNC(=O)OCc1ccccc1)Oc1ccc([N+](=O)[O-])cc1	101	105	105	105	93	105	110	79	112
CCOC(=O)c1c(NCC(=O)Nc2ccc([N+](=O)[O-])cc2Cl)sc2c1CCCC2	92	90	98	98	95	98	132	70	98
Cc1ccc(S(=O)(=O)Oc2ccccc2[N+](=O)[O-])cc1	108	109	107	108	108	104	105	98	105

Further records follow.
SMILES	HCT-116	HCT-15	SN12C	HT29	786-0	SW-620	TK-10	UO-31	HCC-2998
O=C1/C(=C/c2ccc(Cl)c(Cl)c2)CN(C(=O)C(Cl)Cl)C/C1=C\c1ccc(Cl)c(Cl)c1	-92*	-62*	-76*	-4.7*	-91*	-72*	-51*	-99*	-89*
Nc1nc(N)c2cc(Sc3ccc(Cl)cc3)ccc2n1	16	20	30	15	28	26	43	22	6.1*
NC(=O)C(O)C(O)C(N)=O (stereo not given)	107	113	100	93	102	111	90	93	107
O=C(NCc1ccccc1)NCN1C(=O)c2cccc3cccc(c23)C1=O	96	100	93	85	91	102	87	86	101
OC(Cc1cc(CC(O)(C(F)(F)F)C(F)(F)F)nc(CC(O)(C(F)(F)F)C(F)(F)F)c1)(C(F)(F)F)C(F)(F)F	4.0*	9.5*	4.9*	-12*	1.1*	15	22	6.7*	24
COc1cccc2c1C(=O)c1c(O)c3c(c(O)c1C2=O)C[C@@](O)(/C(C)=N/NC(=O)c1ccc(Cl)cc1)C[C@@H]3OC1CC(N)C(O)C(C)O1 (stereo not given in full)	7.5*	16	5.8*	-43*	-6.4*	-37*	-23*	-40*	-45*
c1ccc(N=C2CCCCC2)cc1	101	93	99	98	103	102	102	86	103
O=C(NCc1ncc[nH]1)c1ccc(-c2nc3ccc4[nH]ncc4c3c3c2CCCC3)cc1	-4.6*	48	11	22	25	5.4*	-2.8*	52	13
O=C(O)c1ccc(-n2cc(/C=N/Nc3c(F)c(F)cc(F)c3F)c(-c3ccc(I)cc3)n2)cc1	58	48	91	55	77	88	90	56	76
